# HSP90 inh: blocks HSP90-mediated luciferase refolding in reticulocyte lysate; Rabbit reticulocyte lysate, luciferase refolding luminescence, 3 h; inhibition, % at 5.6 µM; 290,000 compounds, 0.91% hits; AID 1789;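 active = inhibition above the screen-wide mean plus 3 SD, computed separately per campaign, cut at about 16% in these data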;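 also: 0% = DMSO wells and 100% = 60 µM geldanamycin wells; inhibitors lower the luminescence because luciferase stays unfolded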
# GSK3A inh: human GSK-3 alpha kinase inhibition; 320,000 compounds, 0.1% hits; inhibition, % at 10 µM; AID 2650; ADP-Glo luminescence, 60 min;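 in the data active = inhibition above about 50%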;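 also: GST-tagged GSK-3 alpha with peptide substrate and 25 µM ATP; 0% = DMSO neutral wells and 100% = GW8510 positive control wells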
# Target sequence (P49840 whole entry, looked up): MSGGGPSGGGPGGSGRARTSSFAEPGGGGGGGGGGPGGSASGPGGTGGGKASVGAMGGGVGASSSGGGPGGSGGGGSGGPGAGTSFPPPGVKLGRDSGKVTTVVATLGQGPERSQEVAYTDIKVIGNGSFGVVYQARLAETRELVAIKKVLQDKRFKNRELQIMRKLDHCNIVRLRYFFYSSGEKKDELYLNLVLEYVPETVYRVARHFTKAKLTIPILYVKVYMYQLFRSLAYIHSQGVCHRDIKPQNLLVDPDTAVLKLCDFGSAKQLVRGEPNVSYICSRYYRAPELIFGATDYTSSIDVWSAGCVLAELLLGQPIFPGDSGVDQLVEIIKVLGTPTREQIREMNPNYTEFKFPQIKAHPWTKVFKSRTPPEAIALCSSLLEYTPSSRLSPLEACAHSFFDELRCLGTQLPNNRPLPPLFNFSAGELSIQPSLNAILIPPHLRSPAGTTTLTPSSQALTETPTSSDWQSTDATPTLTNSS
# AI-2 QS mod: modulators of Vibrio harveyi AI-2 quorum sensing system. Vibrio harveyi JMH597 AI-2 luminescence/OD600 ratio, 9 h; stronger effect = lower value; strain lacks LuxN and CqsS sensors; 0 = neutral-control median. activity change, % at 7.5 µM. 300,000 compounds, 0.4% hits. AID 2094; in the data active = activity change below about -75%, passing the limit was not always enough;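 also: luminescence divided by OD600 gain over 9 h not by final OD600 alone; inactives centre near 13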
# Platelet DG rel: modulates dense granule release in human platelets; 300,000 compounds, 0.22% hits; inhibition, %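 (compounds screened at 7.5 µM in platelet-rich plasma)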; human platelet-rich plasma, SFLLRN dense granule ATP release, luminescence;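 active = mean replicate score, as percent of positive control, at or above 50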
# HSF-1 act: increases HSF-1 driven luciferase reporter signal; NIH3T3-HGL HSF-1 luciferase reporter, MG132, 8 h; 100% = twice DMSO control signal; activation, % at 9 µM; 300,000 compounds, 1.7% hits; AID 504408;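 active = mean replicate activation of at least 50% with a set share of replicates each reaching 50%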;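 also: 0% = median of the neutral control wells and 100% = twice that signal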
# DYRK1A inh: Dyrk1A (rat) kinase inhibition. Q63470. ADP-Glo luminescence, NFATc1 peptide. inhibition, % at 12.5 µM. 310,000 compounds, 0.43% hits; in the data active = inhibition above about 50%;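 also: plate controls were vehicle with enzyme for no effect and no enzyme for full effect; many of its hits are not listed in these tables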
# PolyA inh: yeast polyadenylation inhibition; calls only at 12 µM; S. cerevisiae SKY197-pL101 polyadenylation reporter, beta-gal luminescence; efflux-impaired pdr1/pdr3 knockout yeast; score 100 = 6 SD above DMSO; 300,000 compounds, 0.02% hits;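 active = lowest replicate activity score at least 50, where 100 means six control SD above control mean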;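 also: yeast exposed to compound for 9 h at 30 °C; higher score means more reporter readthrough which indicates perturbed polyadenylation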
# GSK3beta inhib: blocks human GSK3beta kinase activity | activity score (negative = inhibition), % at 10 µM | GST-GSK3beta kinase, ADP-Glo luminescence, 60 min; stronger effect = lower value | P49841 | 300,000 compounds, 0.038% hits;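 active = more than half of replicate wells score below -50%, meaning over 50% inhibition versus plate controls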;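 also: 0% = median DMSO wells and -100% = median GW8510 positive control wells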
# Target sequence (P49841 whole entry, looked up): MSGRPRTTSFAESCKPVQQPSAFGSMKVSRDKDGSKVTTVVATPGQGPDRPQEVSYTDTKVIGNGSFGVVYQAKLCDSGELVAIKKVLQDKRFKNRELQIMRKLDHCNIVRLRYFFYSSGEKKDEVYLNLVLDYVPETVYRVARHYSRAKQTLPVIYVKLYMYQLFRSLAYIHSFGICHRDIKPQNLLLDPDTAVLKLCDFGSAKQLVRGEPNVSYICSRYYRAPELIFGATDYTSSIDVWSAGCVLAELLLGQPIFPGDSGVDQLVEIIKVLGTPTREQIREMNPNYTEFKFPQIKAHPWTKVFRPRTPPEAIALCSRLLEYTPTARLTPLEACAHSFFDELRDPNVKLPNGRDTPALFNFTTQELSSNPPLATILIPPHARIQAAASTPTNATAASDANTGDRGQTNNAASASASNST
#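 Assay system: GST-tagged human GSK3beta kinase, cell-free; Input: 1.6 ng GSK3beta; Medium: Tris/MgCl2 kinase buffer; Timing: 60 min enzyme reaction, room temperature; Signal: ADP-Glo luminescence quantifying ADP generated by kinase; Evaluation: score relative to plate controls; Benchmarks: DMSO neutral wells and GW8510 at 20 µM as positive.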
# HSF1 inh: HSF1 inhibition; NIH3T3-HGL HSE-luciferase, MG132-induced, luminescence 8 h; stronger effect = lower value; activity change, negative = inhibition, % at 7.5 µM (by protocol); 300,000 compounds, 0.77% hits;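 active = more than half of replicate wells show activity change below -50%, luminescence cut by over half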;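 also: luciferase reports HSF-1 transcriptional activity via heat shock element; 0% = median of DMSO wells and -100% = zero luminescence signal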
# HDAC3 inh: blocks human histone deacetylase 3; O15379; recombinant HDAC3, fluorogenic peptide/trypsin coupled, fluorescence; inhibition, % at 8.3 µM; 320,000 compounds, 0.15% hits; in the data active = inhibition above about 26%, passing the limit was not always enough
# Numbers without * were called inactive; i = inactive; . = not tested or not shown; & = joins results of further samples.
HSP90 inh	GSK3A inh	AI-2 QS mod	Platelet DG rel	HSF-1 act	DYRK1A inh	PolyA inh	GSK3beta inhib	HSF1 inh	HDAC3 inh	Structure
-0.7	-3.6	31.2	-2.1	23.1	0.6	i	1.2	14.4	5.4	CCCCN=C1NN=C(c2ccc(C)c(C)c2)CS1
4.0	-4.9	21.1	-0.8	8.3	-4.6	i	-1.0	6.8	6.5	Cc1cccc(N=C2NC(=O)S/C2=C\c2ccco2)c1
-0.3	-20.6	21.3	-1.6	1.0	8.2	i	2.3	-6.4	5.7	O=C(NCCN=C1NS(=O)(=O)c2ccccc21)c1ccc2nccnc2c1
5.0	-1.2	1.5	-3.9	-4.7	-9.7	i	-0.1	-5.6	-2.0	CCOP(=O)(OCC)C(NC(=O)Nc1ccccc1)c1ccccc1 (centres undefined)
-1.3	-2.0	25.5	-7.4	-2.0	4.2	i	0.7	-0.7	-0.2	O=C(Nc1cccc(F)c1)C1CCCN(S(=O)(=O)c2ccc(-n3cnnn3)cc2)C1 (centres undefined)
-11.2	-0.4	23.0	-13.8	57.3*	-0.9	i	2.2	24.7	2.0	CC(C)c1ccc(C(=O)NCc2ccc(Cl)cc2)cc1
-1.6	1.1	9.9	8.1	34.0	0.0	i	2.1	8.4	2.3	Cc1ccc(CC(=O)Nc2ccc(Cl)cn2)cc1
-0.5&8.5	-1.7&-1.7	10.3&10.6	1.2&-3.9	-9.7&8.4	-9.7&-8.2	i	0.5&2.1	-17.4&0.4	-2.4&5.5	CCOC(=O)c1[nH]c(C)c(CCC(=O)O)c1C
-0.1	0.5	-3.8	-6.5	-10.0	-2.6	i	-3.6	-8.3	0.7	CCOc1cccc(/C(O)=C2/C(=O)C(=O)N(Cc3ccco3)C2c2ccncc2)c1 (centres undefined)
1.7	14.5	19.0	12.7	-45.5	91.2*	i	-3.3	-33.8	-8.6	CN1c2ccc(C=O)c3c(C=O)ccc(c23)N(C)C1(C)C
2.8	-4.6	12.2	-1.4	16.0	3.5	i	-0.1	-1.4	10.2	O=c1oc(-c2cccs2)nc2ccccc12
0.7	0.2	8.6	12.3	-2.6	-2.3	i	1.4	-5.1	4.0	CC1=C(C(=O)Nc2ccc(Cl)cc2)C(c2ccco2)NC(=O)N1 (centres undefined)
0.7	1.6	29.5	-4.0	15.2	-1.0	i	-0.5	0.6	-6.5	O=C(COC(=O)c1c(Cl)cccc1Cl)NCC1CCCO1 (centres undefined)
-1.5	-2.7	12.0	3.5	-4.8	-0.5	i	0.0	0.8	.	Cc1ccccc1NC(=O)N1CCN(C/C=C/c2ccccc2)CC1
.	-0.9	13.0	1.7	-2.5	2.5	i	4.3	-2.5	-9.5	COc1ccc(OC)c(S(=O)(=O)NCC(c2ccc3c(c2)OCO3)N2CCOCC2)c1 (centres undefined)
-1.6	-0.8	21.1	-6.2	-5.9	5.4	i	-0.3	-2.1	6.6	CC1=Nn2c(nnc2-c2ccccn2)SC1
2.1	-2.0	0.4	7.0	8.6	11.0	i	-5.5	-1.9	-0.2	OCCn1nc(-c2ccccc2)cc1-c1ccccc1
-0.5	-0.8	24.4	-1.4	3.9	31.3	i	0.2	1.7	15.4	N#Cc1cnn(-c2ccccc2)c1N
6.7	-1.4	5.0	0.3	-8.8	3.0	i	-3.3	2.0	1.2	CCOC(=O)N1CCN(C(=O)C(NC(=O)C2CCC(C)CC2)C(C)C)CC1 (centres undefined)
-1.3	1.8	23.7	-2.1	-3.8	1.3	i	1.7	-0.7	2.1	N#Cc1cc(Oc2cccnc2)c(Oc2cccnc2)cc1C#N

# Copied from the list:
# O=C(COC(=O)c1c(Cl)cccc1Cl)NCC1CCCO1 (centres undefined) – HDAC3 inh: -6.5
# N#Cc1cnn(-c2ccccc2)c1N – DYRK1A inh: 31.3

# Later entries:
HSP90 inh	GSK3A inh	AI-2 QS mod	Platelet DG rel	HSF-1 act	DYRK1A inh	PolyA inh	GSK3beta inhib	HSF1 inh	HDAC3 inh	Structure
-0.9	-2.5	10.4	-32.0	1.2	-10.2	i	-2.4	-2.1	2.3	COC(=O)c1c(C)nc2ccccc2c1C(=O)O
0.0	-3.0	14.7	6.0	6.9	-0.7	i	-3.1	-2.7	.	CC(C(=O)O)n1ncc2ccccc2c1=O (centres undefined)
.	-0.8	16.6	-17.0	21.5	.	.	1.1	1.2	-0.2	O=C(c1ccc(C(F)(F)F)cc1)N1CCN(c2ccc(N3CCOCC3)nn2)CC1
-0.5	-0.2	11.0	-0.8	11.0	3.8	i	-0.8	6.4	1.8	S=C(NCCCN1CCOCC1)Nc1cccc(-c2nnc3n2CCCCC3)c1
-2.2	-0.3	8.7	9.4	-48.8	-3.6	i	1.7	-35.4	-0.7	CCCCN(C)Cc1c(C)[nH]c2ccccc2c1=O
-0.7	-6.1	13.3	-28.1	23.8	-9.2	i	1.2	27.0	8.9	Cc1cc(C)n(-c2nnc3c4ccccc4n(C)c3n2)n1
6.3	-1.6	22.8	-0.2	-0.7	-0.1	i	-1.4	-1.7	-2.8	CCOC(=O)CNC(=O)c1ccc(Br)s1
1.6	-0.2	38.9	2.0	-5.0	-7.1	i	-3.0	-3.1	2.5	O=C(CSc1nc(-c2ccco2)cc(C(F)(F)F)n1)Nc1ccccc1C(F)(F)F
1.2	-2.0	31.9	1.9	17.0	-6.0	.	0.8	14.5	3.5	O=C(CSc1ccc(-c2ccccn2)nn1)c1ccc(F)cc1
8.2	-1.9	16.9	-1.1	25.4	14.2	i	2.0	12.5	2.5	Brc1ccccc1-n1nnc(-c2ccnc3ccccc23)n1
1.3	-1.8	15.2	0.0	15.9	1.6	i	0.2	-5.5	1.8	Cc1ccccc1NC(=O)Cc1cccs1
4.5	-0.1	3.6	-4.3	5.3	-4.3	i	5.6	-1.5	-3.9	CN(Cc1ccccn1)C(=O)C1CCC(=O)N(CCc2ccc(Cl)cc2)C1 (centres undefined)
-0.8	-2.0	14.0	-1.8	16.7	-4.8	i	34.9	18.2	.	Cc1ccc(NN=C2C(=O)OC(C)(C)OC2=O)c(C)c1
1.0	0.0	.	9.2	-13.1	2.0	i	.	-9.7	-2.7	Cc1ccc(CN2CCN(/N=C/c3ccc(O)c(O)c3)CC2)cc1
-2.8	-1.0	-2.5	0.7	-4.3	.	i	0.9	-6.2	-6.2	Cc1onc(NC(=O)CSCC(=O)O)c1Br
1.4	-5.1	17.1	2.4	14.6	-4.3	i	2.0	-5.1	-10.7	COC(=O)c1ccc(NC(=O)CN2CCCC2)cc1
-1.6	-1.5	-5.7	-8.4	8.2	.	i	-2.3	-3.2	0.4	Cc1cccc(-c2nc3c(c(SCC(=O)N4CCOCC4)n2)Cc2c(CO)cnc(C)c2O3)c1
1.8	1.8	6.7	1.5	-7.8	0.1	i	-2.0	3.5	1.8	COc1ccc(-c2noc(CNS(=O)(=O)c3ccc(NC(C)=O)cc3)n2)cc1OC
-0.8	-0.3	18.4	-1.0	-2.4	-5.4	i	0.8	-1.7	2.1	C=CCSc1nnc(-c2nnc(SCC=C)n2CC)n1CC
16.4*	0.3	-27.9	-1.4	-7.2	11.1	i	-6.4	-9.3	-2.3	Cc1cc(C(=O)CN2C(=O)c3ccccc3S2(=O)=O)c(C)n1-c1ccccc1
-1.6	2.7	10.7	19.1	35.0	0.6	i	2.0	1.0	0.4	Fc1ccc(NC(=S)N2CCCC2)cc1Cl
2.6	5.4	-18.0	14.3	-10.3	-2.5	i	1.8	9.7	-0.7	CCc1nnc(NS(=O)(=O)c2ccc(N=Cc3c(C)[nH]n(-c4ccc(C)c(C)c4)c3=O)cc2)s1
-2.0	-1.8	14.9	3.6	-10.2	-3.9	i	-6.2	5.7	-3.9	COC(=O)c1cn(-c2ccccc2)c(=O)c2ccccc12
2.5	-0.9	35.4	2.8	11.7	2.3	i	2.3	-4.7	1.4	CC(NC(=O)/C(=C/c1ccc(OC(F)F)cc1)c1ccccc1)c1ccccc1 (centres undefined)
-4.1	-2.9	3.3	-2.0	12.0	.	i	0.2	5.3	-6.2	COc1cccc(CNS(=O)(=O)c2ccc3c(c2)N(C)CCO3)c1
2.1	2.2	15.1	8.0	22.2	9.0	i	0.4	2.8	6.1	Cn1cccc1CC(=O)N/N=C\c1cccs1
-3.7	-1.9	32.1	-0.3	7.7	3.0	i	2.1	2.0	-4.2	CC(=O)Nc1nc(C)c(-c2nc3ccc([N+](=O)[O-])cc3[nH]2)s1
2.0	-2.2	4.5	0.8	7.3	0.1	i	1.6	1.0	-30.8	CCN(CC)c1ccc(-n2cc3c(=O)n(C)c(=O)n(C)c3c2)cc1
-0.5	-4.9	44.7	-2.2	3.6	2.7	i	-0.3	-1.6	2.3	CNS(=O)(=O)c1cccc(C(=O)OCC(=O)C23CC4CC(CC(C4)C2)C3)c1
-3.5	-0.8	-6.7	6.1	-23.7	-3.9	i	-6.8	-9.5	11.0	O=C(c1ccc(S(=O)(=O)N2CCCC2)cc1)N1CCN(Cc2ccc3c(c2)OCO3)CC1
1.2	1.3	15.2	-0.3	0.4	-7.0	i	-1.5	-1.1	4.1	CS(=O)(=O)N(Cc1ccc(C(=O)NC2CCCC2)cc1)c1ccccc1
2.5	-0.5	-2.1	-11.0	-7.9	-6.4	i	-1.0	2.3	0.4	Cn1nnc(NC(=S)NC(=O)c2cccc3c(Cl)cccc23)n1
-1.3	0.2	10.4	15.6	-1.5	-4.6	i	-0.2	-8.3	2.2	CCc1nnc(NC(=O)CN2CCN(Cc3cccc(OC)c3)CC2)s1
0.2	-3.5	1.5	-5.4	7.1	1.5	i	0.7	7.7	-1.6	C#CCOCCOCCOCCNc1nc(N2CCN(C(=O)C([C@@H](C)CC)n3cc(C(N)CC(C)C)nn3)CC2)nc(N2CCN(C(=O)[C@H](CCC(=O)O)n3cc(C(N)CC(C)C)nn3)CC2)n1 (some centres undefined)
3.5	.	5.8	2.1	2.7	4.4	i	-1.0	-0.2	8.4	COc1ccc(NC(=O)c2ccccc2NC(=O)CSc2ccc(Cl)cc2)cc1
0.3	-1.1	3.6	-6.9	20.5	-5.5	i	0.0	1.5	7.3	Cc1cc(F)ccc1NCc1ccccc1[N+](=O)[O-]
2.2	-1.6	23.1	-1.2	-1.2	-4.9	i	0.2	4.4	2.1	Cc1cc(C)n2nc(SCC(=O)c3cccs3)nc2n1
-1.5	-0.2	14.2	-17.6	23.1	-5.9	i	-0.4	6.0	.	CC(Sc1nnnn1C)C(=O)NC1CCCc2ccccc21 (centres undefined)
2.4	-1.1	8.6	-3.0	35.8	0.7	i	0.1	19.6	10.0	CCNC(=S)N/N=C/c1cn(Cc2ccc(F)cc2)c2ccccc12
-4.0	2.4	-7.0	10.1	1.5	0.6	i	0.4	-7.4	-0.3	N=C1CCCN1c1ccccc1O

# Screening results from PubChem.

# This is a subset. The share of hits here may be higher or lower than overall.
